RGS12 GoLoco inh: blocks human Gai1 binding to RGS12 GoLoco peptide, red readout. P63096. Gai1:RGS12 GoLoco peptide FP, rhodamine, 10 min. Potency, µM (titrated, usually from 61.6 µM), for inactives: at the highest dose activity, negative = inhibition, hits mostly inhibitors. hit rate 0.44% among 230,000. AID 880; active = well fitted inhibition curve with a large enough effect, not every such curve was filed as active; inactive = no such curve, though single readings can be large or run the other way; note: nearly all actives have a fitted effect of over 30% in size; many of its hits are not listed in these tables
Target sequence (P63096 whole entry, looked up): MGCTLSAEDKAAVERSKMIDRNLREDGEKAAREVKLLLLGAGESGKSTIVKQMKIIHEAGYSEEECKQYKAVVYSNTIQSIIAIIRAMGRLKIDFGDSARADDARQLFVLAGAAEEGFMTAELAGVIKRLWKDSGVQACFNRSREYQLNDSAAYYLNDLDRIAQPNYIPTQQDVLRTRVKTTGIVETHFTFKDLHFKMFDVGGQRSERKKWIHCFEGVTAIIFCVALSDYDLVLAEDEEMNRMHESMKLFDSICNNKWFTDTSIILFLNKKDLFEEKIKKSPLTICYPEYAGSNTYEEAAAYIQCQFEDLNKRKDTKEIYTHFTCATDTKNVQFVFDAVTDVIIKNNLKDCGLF
TexasRed fluor: counter-screen for TRb-SRC2 inhibitors: fluorescence interference; TRb/SRC2 Texas Red total fluorescence interference; hit rate 0.29% among 280,000; Potency, µM (highest dose often 106 µM), without a hit: top-dose fluorescence change, negative = quenching; active = well fitted curve in either direction with a large enough effect; inconclusive = small, poorly fitted or top-dose-only effect
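Human TRβ ligand-binding domain (0.6 uM) and Texas Red SRC2 peptide (20 nM) in Tris buffer with 1 uM T3 and 5% DMSO were incubated with pinned compound for 5 hr at ambient temperature. Total fluorescence was computed as S + 2P (555/632 nm).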
Tau ThT inhib: inhibitors of human tau fibril formation, thioflavin T binding; hit rate 2.1% among 270,000; Potency, µM (series often up to 57.4 µM), for inactives: at the highest dose activity, negative = inhibition, most hits filed as inhibitors; recombinant tau K18 P301L (four-repeat tau fragment), heparin-induced fibrillization, ThT fluorescence; P10636; note: nearly all actives have a fitted effect of over 55% in size
Target sequence (P10636 561-689 P618L limits assumed): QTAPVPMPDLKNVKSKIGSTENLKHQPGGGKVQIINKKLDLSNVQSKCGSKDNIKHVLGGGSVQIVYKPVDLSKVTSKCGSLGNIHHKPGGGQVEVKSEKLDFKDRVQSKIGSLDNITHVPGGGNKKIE
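Heparin-induced fibrillization of the P301L-mutant K18 repeat-domain fragment of human tau was followed by ThT binding in quantitative high-throughput format.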
L3MBTL1 inh: inhibitors of human L3MBTL1; Potency, µM (series often up to 57.1 µM), inactives show top-dose activity, negative = inhibition, usual class: inhibitors; hit rate 0.66% among 230,000; AID 485360; Q9Y468; AlphaScreen L3MBTL1–H3K9me1 peptide binding; note: nearly all actives have a fitted effect of over 60% in size
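Displacement of a biotinylated histone H3(1-15) peptide monomethylated at Lys9 (75 nM) from L3MBTL1 (50 nM) was measured by AlphaScreen after a 30 min room-temperature compound incubation; cefsulodin titration served as intraplate control.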
JMJD2E inh: blocks human JMJD2E demethylase activity; B2RXH2; JMJD2E catalytic domain, FDH-coupled NADH fluorescence (FDH is formaldehyde dehydrogenase); Potency, µM (doses to about 57.1 µM), for inactives: at the highest dose activity change, negative = inhibition, most hits filed as inhibitors; hit rate 1.6% among 230,000; active = well fitted inhibition curve with a large enough effect, not every such curve was filed as active; inconclusive = small, poorly fitted or top-dose-only effect, or another doubt; inactive = no such curve, though single readings can be large or run the other way;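 note: 0% = wells with enzyme and -100% = buffer wells without enzyme; nearly all actives have a fitted effect of over 50% in size; many of its hits are not listed in these tables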
Target sequence (B2RXH2 1-337 limits assumed): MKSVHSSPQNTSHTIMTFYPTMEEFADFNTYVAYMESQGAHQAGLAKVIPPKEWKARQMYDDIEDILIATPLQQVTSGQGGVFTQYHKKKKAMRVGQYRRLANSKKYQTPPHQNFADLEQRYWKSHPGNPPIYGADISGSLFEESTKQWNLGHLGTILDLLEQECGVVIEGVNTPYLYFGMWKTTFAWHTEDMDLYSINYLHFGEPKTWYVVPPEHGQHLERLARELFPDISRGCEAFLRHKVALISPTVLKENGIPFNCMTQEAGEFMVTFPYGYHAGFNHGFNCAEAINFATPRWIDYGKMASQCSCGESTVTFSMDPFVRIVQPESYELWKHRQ
RECQ1 helicase: RECQ1 (human) helicase inhibition; P46063; RECQ1 DNA unwinding, red fluorescence kinetic read; Potency, µM (top dose mostly 57.3 µM), for inactives: at the top dose activity, negative = inhibition, actives largely listed as inhibitors; hit rate 0.54% among 240,000;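 note: plate controls were vehicle for no effect and no enzyme for full effect; nearly all actives have a fitted effect of over 30% in size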
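50 nM RECQ1T1 preincubated 15 min with compound in Tris pH 8.0 buffer with MgCl2, DTT, Tween-20 and 2.5 ug/ml poly(dI-dC); started with 200 nM TAMRA/BHQ-2 forked duplex and 2 mM ATP. Unwinding read as fluorescence (525/598 nm), two reads 2 h apart.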
Tau fibril FP: tau fibrillization inhibition (FP). AID 1468. hit rate 0.39% among 280,000. Potency, µM (top dose mostly 57.7 µM), without a hit: at the highest dose activity, negative = inhibition, actives largely listed as inhibitors. K18 P301L tau heparin fibrillization, Alexa594 FP, 6 h. P10636; note: nearly all actives have a fitted effect of over 55% in size
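K18 P301L tau (15 uM unlabeled/0.24 uM Alexa 594-labeled, final) + compound + heparin 20 uM final; 100 mM NaOAc pH 7; 6 hr 37 C; ThT 30 uM final added, 1 hr RT; FP ex 555/em 632 nm.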
TRb-SRC2 inh: disrupts binding of human TR beta to SRC2. hit rate 0.065% among 280,000. Potency, µM (doses to about 106 µM), inactives show at the top dose activity change, negative = inhibition, most hits filed as inhibitors. P10828. TRbeta-SRC2 peptide binding, fluorescence polarization; receptor liganded with 1 µM T3;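 note: plate controls were bound peptide for no effect and peptide without receptor for full effect; nearly all actives have a fitted effect of over 50% in size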
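Polarization signal, normalized between peptide-alone and full complex controls, measured compound effects on T3-liganded human TRb LBD (0.6 uM) binding 20 nM Texas Red SRC2 peptide after 5 hr.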
Numbers without * were called inactive; i = inactive; ? = inconclusive; / = not tested or not shown; [ ] = remark or other dose. Unless noted, calls come from the whole dose curve; as a rule, active = well fitted curve in the direction sought with a large enough effect; inconclusive = small, poorly fitted or top-dose-only effect, or another doubt; inactive = no such curve, though single readings can be large; an effect the other way counts as inactive or inconclusive. Unless noted, % is set by controls: 0 for no effect and ±100 for the full control effect; potency is the fitted concentration of half-maximal effect. An excerpt; rates above refer to the full screens.

SMILES	RGS12 GoLoco inh	TexasRed fluor	Tau ThT inhib	L3MBTL1 inh	JMJD2E inh	RECQ1 helicase	Tau fibril FP	TRb-SRC2 inh
COc1ccc(OCC(=O)Nc2nnc(C)s2)cc1	-13.5%	-2.0%	-14.6%	3.2%	7.0%	1.4%	2.8%	-13.5%
O=C(NCc1ccc2c(c1)OCO2)C1CCCN(S(=O)(=O)c2cccs2)C1 (centres undefined)	-2.1%	2.9%	7.6%	5.6%	-1.8%	i	-8.2%	-3.5%
CC1=C(C(N)=O)C(c2cccc(Br)c2)n2nc(SCc3ccccc3)nc2N1 (centres undefined)	/	-1.1%	7.7%	/	/	/	-7.5%	-8.1%
Cc1cccc(-n2cc(C#N)c(=O)[nH]c2=O)n1	-3.3%	-5.0%	3.9%	10.7%	8.2%	-0.7%	7.4%	5.8%
CCOC(=O)c1c(N)sc(C(O)(C(F)(F)F)C(F)(F)F)c1-c1ccc(F)cc1	13.8%	0.5%	-12.7%	-1.2%	-7.0%	-11.8%	8.6%	0.8%
Cc1ccc(NC(=S)NNC(=O)c2nnn(-c3ccccc3)c2C)cc1	6.8%	0.3%	-12.8%	?	?	-4.6%	-2.3%	1.6%
CCC(=O)c1ccc(OCc2ccccc2)c(OC)c1	6.0%	0.3%	-16.0%	20.7%	-8.0%	-9.6%	3.8%	2.4%
O=C(NC1CCCCCC1)C1c2ccccc2C(=O)N1CCCN1CCOCC1 (centres undefined)	-13.6%	-2.4%	-2.0%	7.9%	11.9%	i	-4.4%	-4.1%
O=C(Nc1cnc2ccccc2c1)c1cccc(-n2cnnn2)c1	-36.5%	1.3%	8.8%	-6.7%	1.0%	-1.4%	-1.6%	?
Cc1ccc(-c2csc(NC(=O)Cc3cccs3)n2)cc1C	18.1%	-2.7%	-19.2%	/	-1.8%	-16.9%	-3.2%	4.0%
Cc1ccc(S(=O)(=O)NCC(Nc2cccc(Cl)c2)c2ccccc2)cc1 (centres undefined)	/	?	-1.3%	/	/	/	?	-8.3%
Cc1cccc(C)c1OCC(=O)N1CCC(c2nc3ccccc3o2)CC1	/	4.8%	2.8%	/	/	/	3.4%	2.0%
CCOC(=O)c1cccc(NC(=O)CSc2nc3ccccc3c(=O)n2CC)c1	-9.9%	-1.1%	0.5%	9.9%	4.2%	1.8%	-1.8%	-3.0%
Cc1ccc(-c2csc3ncn(Cc4ccc(C(=O)O)cc4)c(=O)c23)cc1C	8.5%	0.8%	2.2%	-7.9%	-3.6%	i	-6.5%	3.5%
Cc1ccc(OCC(=O)OCc2cc(=O)n3nc(C4CCCCC4)sc3n2)cc1	/	?	-16.3%	/	/	/	-2.1%	-7.9%
COc1ccc(C(=O)NCC(=O)NCC(=O)OCc2ccc(Br)cc2)cc1	-9.0%	-2.6%	-3.3%	-3.4%	3.7%	i	7.0%	-3.3%
CCCCOc1ccc(C(=O)NCC2(N3CCN(C)CC3)CCCCC2)cc1	/	-6.1%	-0.9%	/	/	/	-0.2%	-3.2%
COCCn1c(C)cc(C(=O)COC(=O)c2cccc(O)c2)c1C	2.0%	-0.5%	/	/	12.2%	i	-4.6%	-1.5%
O=C1/C(=C/c2ccncc2)N=C2CCCCCN12	15.0%	-3.6%	-6.3%	/	?	i	-3.3%	10.0%
COC(=O)c1ccccc1NC(=O)c1cc2c(-c3ccc(OC)c(OC)c3)nn(C)c2s1	/	0.5%	-1.3%	/	/	/	-4.7%	-6.0%
COc1ccc(-c2cc(C(F)(F)F)nc(SCC(=O)NCc3ccc(OC)c(OC)c3)n2)cc1	/	2.1%	-3.4%	/	/	/	-3.7%	-4.9%
CC(=O)N1c2ccc(S(=O)(=O)N(C)CC(=O)N(Cc3ccccc3)C(C)C)cc2CC1C (centres undefined)	/	-1.0%	7.6%	/	/	/	2.9%	-5.2%
Cc1ccc(C)c(NC(=S)NNC(=O)c2csc(C)c2)c1	3.9%	-2.0%	-3.5%	-2.4%	1.7%	4.7%	5.1%	2.5%
O=C(NCCc1ccc(Cl)cc1)Nc1cccc(Cl)c1	6.4%	-2.0%	-9.0%	13.3%	3.8%	-10.4%	?	5.3%
O=C(CSCc1ccc(Cl)cc1)Nc1nccs1	-0.8%	-0.2%	-7.2%	2.2%	1.2%	2.0%	-5.6%	-4.5%
O=C(c1ccc(C#CC2(O)CCCCC2)cc1)N1CCOCC1	-9.4%	-2.7%	1.8%	/	1.2%	6.1%	4.7%	8.7%
Cc1cc(Cl)ccc1OCC(=O)NC1CCCC1	3.6%	-1.4%	-9.2%	/	7.2%	2.5%	3.5%	0.5%
CCn1cc(Br)c(C(=O)Nc2ccc(C(=O)OC(C)C)cc2)n1	-14.1%	-0.5%	?	13.7%	-2.2%	i	1.4%	-1.2%
COc1ccccc1N1CCN(C(=O)c2ccc(CS(=O)c3ccccc3C)o2)CC1 (centres undefined)	/	-1.1%	-1.2%	/	/	/	-9.8%	-0.2%
COc1ccc(Cl)cc1NC(=O)/C=C\C(=O)O	-4.4%	-0.3%	-6.8%	/	-3.8%	i	10.5%	2.5%
COc1ccc(CCN(Cc2nc(-c3ccccc3)no2)Cc2nc(-c3ccccc3)no2)cc1OC	4.9%	-2.9%	-6.6%	/	3.7%	-5.0%	-2.6%	0.5%
COc1ccc(OC)c(CNS(=O)(=O)c2c(C(=O)N3CCC(C)CC3)c(C)n(C)c2C)c1	/	0.0%	6.1%	/	/	/	4.0%	7.3%
COc1ccc(S(=O)(=O)N(CC(=O)O)c2ccccn2)cc1	-10.2%	2.7%	8.1%	/	?	i	-5.6%	-18.0%
Cc1cc(C)cc(C(=O)NN2CCN(C)CC2)c1	1.1%	1.3%	-0.1%	7.5%	4.4%	i	1.6%	6.6%
Cc1c(C#N)c(N=CN(C)C)c(C(=O)c2ccccc2)n1-c1ccc(Br)cc1	12.5%	-1.2%	-14.5%	/	2.7%	-11.1%	-4.9%	-2.0%
O=C(CCS(=O)(=O)c1cc2c3c(c1)CCN3C(=O)CC2)Nc1cccc(Br)c1	/	0.6%	-7.8%	/	/	/	-9.6%	2.5%
CO[C@@H]1COC(=O)C/C=C\[C@@H](C)[C@H](OC)COC(=O)[C@H](COCc2ccccc2)NC(=O)C/C=C\[C@H]1C	/	-22.9%[11.2 µM]	-6.8%[11.5 µM]	/	/	i[11.5 µM]	?	-1.0%[11.2 µM]
O=[N+]([O-])c1cccc(-c2nc(-c3ccccc3)c(-c3cccs3)[nH]2)c1	-2.6%	0.6%	-4.9%	2.3%	1.6%	-4.5%	11.9%	-4.6%
CCC(=O)Nc1ccc2nc(SCC(=O)N3CCc4ccccc43)sc2c1	/	3.0%	?	/	/	/	-12.0%	-6.2%
COC(=O)[C@@]1(Cc2ccc(OC)cc2)[C@H]2c3cc(C(=O)N4CCCC4)n(Cc4cc(C)n(C)n4)c3C[C@H]2CN1C(=O)c1ccccc1	-1.1%	0.6%	-6.6%	/	-8.9%	-8.2%	7.8%	-3.1%
O=C(c1cc(=O)c2ccccc2o1)N1CCN(c2ccccc2F)CC1	2.2%	-3.8%	-7.8%	/	-1.4%	3.6%	-7.4%	-1.9%
COCCCNC(=O)c1ccc(Cn2c(SCc3cccc(C)c3)nc3cccnc32)cc1	/	-9.3%	-6.1%	/	/	/	-6.2%	0.9%
CCOC(=O)C1=C(c2ccccc2)Nc2ncnn2C1c1ccccn1 (centres undefined)	-8.3%	1.6%	0.0%	/	-9.8%	i	-1.7%	-23.4%
COc1cc2c(cc1NC(=O)c1ccncc1)oc1ccccc12	1.2%	1.3%	?	/	-6.9%	-1.4%	-4.5%	2.7%
Cc1ccc(S(=O)(=O)CCC(=O)N2CCN(c3nc4c(C)c(C)ccc4s3)CC2)cc1	/	0.1%	?	/	/	/	-7.4%	-5.8%

Continued, starting with the last three of the part before.
SMILES	RGS12 GoLoco inh	TexasRed fluor	Tau ThT inhib	L3MBTL1 inh	JMJD2E inh	RECQ1 helicase	Tau fibril FP	TRb-SRC2 inh
CCOC(=O)C1=C(c2ccccc2)Nc2ncnn2C1c1ccccn1 (centres undefined)	-8.3%	1.6%	0.0%	/	-9.8%	i	-1.7%	-23.4%
COc1cc2c(cc1NC(=O)c1ccncc1)oc1ccccc12	1.2%	1.3%	?	/	-6.9%	-1.4%	-4.5%	2.7%
Cc1ccc(S(=O)(=O)CCC(=O)N2CCN(c3nc4c(C)c(C)ccc4s3)CC2)cc1	/	0.1%	?	/	/	/	-7.4%	-5.8%
O=C(CC12CC3CC(CC(C3)C1)C2)N/N=C/c1ccc([N+](=O)[O-])o1	10.4%	-1.6%	-7.3%	-3.3%	-8.3%	-16.7%	?	-10.7%
O=C1CSC(c2c(F)cccc2Cl)N1c1cccc(F)c1 (centres undefined)	7.2%	-2.5%	-3.5%	6.3%	-8.1%	i	6.8%	3.9%
O=C(CCc1ccccc1)N1CCc2c([nH]c3ccccc23)C1c1ccc(F)cc1 (centres undefined)	/	-2.2%	-4.9%	/	/	/	-4.7%	5.7%
COc1cc2[nH]c(=S)nc(NCCCOC(C)C)c2cc1OC	-1.7%	-1.9%	-4.8%	/	?	-3.7%	-7.1%	-5.0%
Cc1ccc(COC(=O)c2ccc3c(c2)C(=O)N(CCCN2CCOCC2)C3=O)cc1	-0.2%	-2.9%	4.3%	4.1%	-5.8%	-3.6%	-6.8%	1.0%
COC(=O)C/C=C\[C@@H](C)[C@@H](/C=N\OC[C@@H](O)[C@H]1O[C@H]2OC(C)(C)O[C@H]2[C@@H]1O)NS(=O)(=O)c1ccc(C)cc1	/	-9.0%[11.2 µM]	-2.5%[11.5 µM]	/	/	0.5%[11.5 µM]	-4.7%[11.6 µM]	3.3%[11.2 µM]
CC(C)Sc1nc2sc(-c3ccccc3)cc2c(=O)n1N	-2.7%	0.2%	-1.9%	-5.3%	-2.2%	4.8%	-1.9%	-0.7%
CCSC(=S)Nc1c(C)n(C)n(-c2ccccc2)c1=O	-3.1%	2.7%	-0.4%	2.3%	-3.2%	i	0.3%	3.3%
COc1cccc(-c2csc(N3CCN(S(=O)(=O)c4ccc(F)cc4)CC3)n2)c1	13.0%	-2.3%	?	-9.0%	-0.6%	?	0.7%	-5.0%
CCOC(=O)NC(=O)/C(C#N)=N\Nc1cccc(Cl)c1	2.4%	-1.3%	/	/	-5.7%	i	2.6%	-10.1%

Compound activity from PubChem BioAssay.
